Screening results from PubChem BioAssay.
CRFBP-R2 block: antagonists of CRF-BP/CRF-R2 complex, primary screen, cell-based, HEK293, calcium dye fluorescence, uHTS | CRF-induced calcium fluorescence | inhibition, % at 11.8 µM | 350,000 compounds, 0.59% hits | AID 588475, 2011;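 active = inhibition of the ligand-induced calcium signal above about 50% at the single tested concentration, limit read from the data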
M4 PAM: human M4 muscarinic receptor positive allosteric modulators, primary screen, CHO-K1 cells, Fluo-8 calcium fluorescence | Muscarinic acetylcholine receptor M4 (Homo sapiens), P08173 | CHO-K1 hM4/Gqi5, ACh EC20; 0% = ACh EC20, 100% = maximal ACh | activation, % at 3 µM | 360,000 compounds, 0.4% hits | AID 624126, 2012;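 active = activation above its plate's cutoff, the mean activation of sample wells plus 3 SD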; also: some results filed as inactive read as strong as hits
PHOSPHO1 inh: PubChem AID 1565. recombinant PHOSPHO1, absorbance phosphatase assay. Phosphoethanolamine/phosphocholine phosphatase (Homo sapiens), Q8TCT1. 290,000 compounds, 1.1% hits. inhibition, % at 13.3 µM; in the data active = inhibition above about 60%
Target sequence (Q8TCT1 whole entry, looked up): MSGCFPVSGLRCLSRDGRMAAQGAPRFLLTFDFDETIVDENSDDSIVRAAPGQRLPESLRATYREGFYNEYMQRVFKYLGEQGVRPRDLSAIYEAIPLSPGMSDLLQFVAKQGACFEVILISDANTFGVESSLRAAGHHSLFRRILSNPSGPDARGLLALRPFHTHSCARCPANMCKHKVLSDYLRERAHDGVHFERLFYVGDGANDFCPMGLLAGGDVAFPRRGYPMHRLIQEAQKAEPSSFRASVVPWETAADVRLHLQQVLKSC
IDE cell inh: human IDE inhibitors in live cells, primary screen, fluorescence polarization, HEK cells, FAbetaB substrate | FAbetaB cleavage | inhibition, % at 5.59 µM | 320,000 compounds, 0.41% hits | AID 434962, 2010;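 active = percent inhibition above the average of all tested compounds plus 3 SD, set per screening campaign, cut at about 16% in these data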;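 also: IDE supplied by intact live HEK cells; FP after avidin binding of uncleaved biotin substrate so inhibition keeps polarization high; 0% = DMSO wells and 100% = 60 µM reference IDE inhibitor Ii1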
CRFBP-R2 agonist: agonists of CRF-BP/CRF-R2 complex, primary screen, cell-based, HEK293, calcium dye fluorescence, uHTS. calcium dye fluorescence (FLIPR); percent of saturating CRF peptide response. activation, % at 13.2 µM. 350,000 compounds, 0.46% hits. AID 588473, 2011;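 active = activation of at least 50%, plus an integration ratio under a set limit after plate pattern correction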;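 also: plate controls were neutral control wells without compound for no effect and CRF at EC100 for full effect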
GalR3 antag: GalR3 antagonists in HEK293 cells, primary screen, cell-based, fluorescence readout; inhibition, % at 3 µM; Galanin receptor type 3 (Homo sapiens), O60755; AID 651719, 2012; HEK293 GalR3-CNG cAMP membrane potential fluorescence; galR3 body fused to GalR1 C-terminus; 360,000 compounds, 0.44% hits;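 active = inhibition above the screen-wide average plus 3 SD, cut at about 13% in these data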;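 also: forskolin and galanin both at EC90 stimulate the cells; cAMP rise reported by CNG channel membrane potential dye signal; 0% = forskolin plus galanin with DMSO and 100% = forskolin alone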
p-CIP stab down: p/CIP-EGFP fusion destabilizers, primary screen, fluorescence, F442A cells; 16 h; AID 1984, 2009; decrease of EGFP signal, % at 10 µM; 290,000 compounds, 0.01% hits;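 active = EGFP signal decrease of at least 30% at 10 µM or well 3 SD below plate mean, unless failing retest; inactive = the rest, including hits failing retest or dose response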; also: some compounds called inactive have numbers as strong as hits; many of its hits are not listed in these tables
MEKK3 PB1 HTS: modulators of MEKK3-MEK5 PB1 binding, primary screen, biochemical, wildtype MEKK3, multiplex bead flow cytometry, Alexa488-MEK5; 290,000 compounds, 1.4% hits; binding response (% of control), % at 10 µM; Mitogen-activated protein kinase kinase kinase 3 (Homo sapiens), Q99759; bead-based flow cytometry, Alexa488-MEK5 binding to MEKK3; actives lie on both sides; 0 = blocked by unlabeled MEK5, 100 = vehicle;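 active = binding response more than 3 SD above or below the average of its plate-row segment, actives on both sides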;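 also: Alexa488 bead fluorescence after subtracting the streptavidin-only scavenger bead signal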
Target sequence (Q99759 whole entry, looked up): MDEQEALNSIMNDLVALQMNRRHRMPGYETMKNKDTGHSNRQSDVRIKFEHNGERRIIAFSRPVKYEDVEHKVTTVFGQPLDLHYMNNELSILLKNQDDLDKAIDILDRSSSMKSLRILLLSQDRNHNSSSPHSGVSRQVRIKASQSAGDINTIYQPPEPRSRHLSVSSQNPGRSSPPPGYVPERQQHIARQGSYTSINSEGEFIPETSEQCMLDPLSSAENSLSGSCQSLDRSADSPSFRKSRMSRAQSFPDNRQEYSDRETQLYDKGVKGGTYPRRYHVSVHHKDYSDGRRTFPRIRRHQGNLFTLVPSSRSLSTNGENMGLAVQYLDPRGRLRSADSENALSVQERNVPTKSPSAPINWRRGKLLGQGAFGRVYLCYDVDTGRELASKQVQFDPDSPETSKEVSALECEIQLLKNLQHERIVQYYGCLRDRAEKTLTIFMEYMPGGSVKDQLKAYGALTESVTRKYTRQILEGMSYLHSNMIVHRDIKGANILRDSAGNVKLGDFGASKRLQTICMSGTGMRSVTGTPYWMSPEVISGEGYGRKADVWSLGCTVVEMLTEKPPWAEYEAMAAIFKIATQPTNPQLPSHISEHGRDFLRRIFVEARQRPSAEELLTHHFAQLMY
IDE cell activ: human IDE activators in live cells, primary screen, fluorescence polarization, HEK cells, FAbeta-B substrate. Insulin-degrading enzyme (Homo sapiens), P14735. FAbeta-B cleavage; 0% vehicle, 100% cell-free pure enzyme wells. activation, % at 5.96 µM. 340,000 compounds, 0.073% hits. AID 493087, 2011;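 active = activation above the mean of all tested compounds plus 3 SD, set per screening campaign, cut at about 17% in these data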
Active calls of the source: *; / = no result given; [ ] = remark or other dose.

SMILES	CRFBP-R2 block	M4 PAM	PHOSPHO1 inh	IDE cell inh	CRFBP-R2 agonist	GalR3 antag	p-CIP stab down	MEKK3 PB1 HTS	IDE cell activ
O=C(CC(Nc1ccc(F)cc1)C(=O)OCC(=O)c1cccs1)c1ccccc1 (stereo unspecified)	4	-6	-9	-4	-1.9	-1	-9	110	-1
Cc1cc(C)nc(SCC(=O)NN=C2CCCC2)n1	18	6	11	2	2.0	-4	-1	102	-1
Cn1c(N)c(C(=O)COC(=O)CNS(=O)(=O)c2cccc(Cl)c2)c(=O)n(C)c1=O	10	10	-7	3	-0.1	-1	3	99	7
CC(C)(C)c1ccc(C(=O)N2CCC(C(=O)N3CCCCC3)CC2)cc1	0	4	36	-2	-0.7	-9	4	100	-1
O=C1c2ccccc2NC2CCCCCN12 (stereo unspecified)	18	-2	-3	8	-2.2	0	13	109	3
O=C(Nc1ccc(Cl)cc1)N1CCC(c2nc(-c3ccccc3Cl)no2)CC1	-5	-15	12	7	4.2	-8	0	107	-11
CCCCN(C)C(=O)c1cc2c(Cl)nc3ccccc3c2s1	-2	0	47	0	-2.4	-9	12	102	-2
CC(C)CN(C(=O)COC(=O)c1cccc2ccccc12)c1c(N)n(Cc2ccccc2)c(=O)[nH]c1=O	-19	-4	/	5	4.2	-5	/	/	-2
O=S(=O)(c1ccc(=S)[nH]c1)N1CCCC1	-18	9	/	1	-4.2	-2	/	/	-17
c1ccc(CN2CCOCCOCCOCCOCCOCCOCC2)cc1	15	-2	3	1	-4.0	-4	13	101	0
O=C(O)c1cc(-c2ccc(Cl)cc2)n(-c2ccc(F)cc2)n1	-3	-2	/	6	0.9	-4	-6	103	0
OCC[C@H]1C[C@@H](O)[C@H](O)[C@@]2(CCCO2)O1	-1	6	/	0	0.4	-1	/	104	-5
COc1ccccc1OCCn1cc(C(=O)c2ccco2)c2ccccc21	-13	-10	-2	0	1.5	-6	-14	100	0
O=C(CN1CCN(c2ccc(Cl)cc2)CC1)NCc1ccccc1	12	2	-7	0	-0.9	-5	4	98	5
Cc1cc(NS(=O)(=O)c2ccc(NC(=O)/C=C/c3c(F)cccc3Cl)cc2)no1	7	4	19	7	-0.5	3	-6	101	3
COCCNC(=O)c1c(N)n(CCCn2ccnc2)c2nc3ccccc3nc12	26	2	12	3	-2.5	-2	4	90	-2
C[C@H](CO)N1C[C@H](C)[C@@H](CN(C)S(=O)(=O)c2ccccc2)Oc2c(NS(=O)(=O)c3ccccc3)cccc2C1=O	2	3	/	7	-0.4	-1	/	/	1
Oc1[nH]c2ccccc2c1N=Nc1ccccn1	0	7	/	/	-0.9	-6	/	/	1
CCn1cc(CNC(=O)C2CCC(=O)N(Cc3ccccc3F)C2)cn1 (stereo unspecified)	-8	5	45	5	0.3	-7	3	102	-3
Cc1cc(C)c2cc(C#N)c(NCCCNC(=O)c3ccncc3)nc2c1	-16	0	/	/	-0.1	-1	/	/	/
C=CCn1c(SCC(=O)NNC(=S)Nc2ccccc2)nnc1-c1ccccc1	-7	-2	-118	4	-0.6	-8	-1	107	5
CC(=O)NCCn1c(SCC#N)nc2ccccc2c1=O	6	3	18	-1	0.3	-4	-16	107	8
CC(C)(Oc1ccc(Cl)cc1)C(=O)Nc1ccc2oc(=O)ccc2c1	12	18	53	3	-2.0	-4	-8	109	2
CC(C)(C)C(=O)Nc1cc(C(F)(F)F)ccc1-n1ccnc1	-2	8	36	8	-1.1	-4	-4	103	3
COc1ccccc1C1C(C(C)=O)=C(O)C(=O)N1CCc1ccccc1 (stereo unspecified)	5	3	3	-5	0.2	-4	-5	42*[inhibitor]	5
C[C@]12c3[nH]c4cc(-c5ccco5)ccc4c3CCN1C(=O)[C@@H](CC(=O)NCCC1=CCCCC1)C[C@@H]2C(=O)N1CCCCC1	15	-1	/	/	1.0	-4	/	/	7
COc1ccccc1NC(=O)c1cc([N+](=O)[O-])ccc1N1CCOCC1	12	-2	-5	3	-0.8	1	-1	101	4
COc1ccc(CCNC(=O)CCCn2nc(C)c([N+](=O)[O-])c2C)cc1OC	8	10	20	-4	-0.1	4	-5	108	9
CC(=O)N1CCN(c2ccccc2NC(=S)NC(=O)c2cc3ccccc3o2)CC1	-4	-8	49	5	-0.3	2	-10	101	1
Cc1cc(S(=O)(=O)N(C)CCc2ccccc2)ccc1-n1cnnn1	-26	-10	-8	-2	-0.2	-3	-7	91	0
COC(=O)c1cc(Cl)nc2ccccc12	10	11	36	4	0.6	-3	-7	80	-2
CCS(=O)(=O)NCCCc1ccccc1	-21	0	-18	9	-1.1	-3	-6	104	2
CC(C(=O)N1CCCC1)N1CCN(S(=O)(=O)c2ccc(OC(F)(F)F)cc2)CC1 (stereo unspecified)	0	14	/	-2	1.6	-4	/	/	5
CCOC(=O)C1CCCN(c2c(NCCN3CCCCC3CC)c(=O)c2=O)C1 (stereo unspecified)	0	-7	4	-4	0.7	3	-10	108	2
CCOc1ccc(NC(=O)c2cnccn2)cc1	-7	8	-26	-5	-1.5	1	-3	98	-4
CN1CCN(NC(=O)c2ccc(COc3ccccc3Br)o2)CC1	1	6	28	0	-0.8	-3	-5	96	4
C1CCN(c2nc3nonc3nc2N2CCCCC2)CC1	-6	4	-18	7	-0.8	/	-5	96	1
O=C(/C=C/c1ccco1)Nc1ccccc1C(=O)Nc1cccc(C(=O)O)c1	7	-10	28	-4	-2.3	0	-6	109	8
O=C(OCC1CCNCC1)c1ccc(F)cc1	4	-2	/	/	0.1	-1	/	/	8
CC1=NNC(=O)C1C(c1ccc(F)cc1)C(C#N)C#N (stereo unspecified)	3	16	/	2	0.2	-2	/	96	8
CN(CC(=O)Nc1cccc(F)c1)C(=O)CCCc1c[nH]c2ccccc12	-11	9	/	-2	0.6	0	/	/	2
CSCCC(NC(=O)COc1ccccc1)C(=O)OCc1ccc([N+](=O)[O-])cc1 (stereo unspecified)	16	4	/	-2	-3.2	-6	/	/	6
N#Cc1ccccc1S(=O)(=O)N1CCN(C(=O)c2cc(=O)[nH]c3ccccc23)CC1	1	-4	/	1	0.7	-4	/	/	10
O=C1Nc2ccccc2C1(O)c1ccccc1O (stereo unspecified)	-14	-6	-7	0	0.2	-12	-5	98	-3
COC(=O)NCCOc1nc(N(C)C)nc(N(C)C)n1	15	3	32	-3	0.0	-1	-22	107	5
O=C(Nc1ccc(F)cc1)C(=O)c1c(O)[nH]c2ccc([N+](=O)[O-])cc12	12	16	-23	-1	-1.4	/	7	100	8
CN1CCN(S(=O)(=O)c2cccs2)CC1	6	5	17	2	1.6	-2	-6	100	6
COc1ccccc1C(=O)NC(C)C(c1cccs1)N1CCOCC1 (stereo unspecified)	8	0	13	-3	0.3	-7	6	100	4
OC(C#CCCN1CCCCC1)(c1ccccc1)C1CCCCC1 (stereo unspecified)	-1	-59	23	0	-0.8	-4	0	103	5
CCCCC(=O)N1C/C=C\[C@H](c2ccc(OC)cc2)N(Cc2ccc(F)cc2)C(=O)[C@@H]1C	8	-3	/	-1	-0.3	-8	/	75	3
Cc1c(NC(=O)c2nn(C(C)C)c(=O)c3ccccc23)c(=O)n(-c2ccccc2)n1C	6	4	/	/	-3.4	-2	/	/	/
COC(=O)c1ccc(C(=O)OC)c(NS(C)(=O)=O)c1	-2	5	10	2	-0.7	-5	0	79	6
N#Cc1c(Nc2ccccc2)sc(C(=O)c2ccccc2)c1N	-2	14	21	9	0.0	-3	-5	84	7
Cc1cccc(-n2ccc(=O)c(C(=O)Nc3ccc(S(=O)(=O)Nc4nccc(C)n4)cc3)n2)c1	-5	-2	22	-3	3.0	-6	7	101	2
Cc1ccc(/C=C(\NC(=O)c2ccccc2)C(=O)NCC2CCCO2)o1 (stereo unspecified)	-1	-3	12	1	2.8	-6	-11	102	4
C=CCn1c2ccccc2c2nnc(SCC(=O)OCN3C(=O)c4ccccc4C3=O)nc21	2	4	-13	-4	-1.5	2	-4	69	1
CC(C)(C)NCc1cccn1-c1sc2c(c1C#N)CCCC2	-15	10	36	6	2.0	-3	-9	105	3
O=C(COC(=O)COc1ccc(Cl)cc1)Nc1ncc(Br)s1	5	11	/	/	3.2	-5	/	/	-1
O=[N+]([O-])c1c(NCc2ccccc2)cc(N2CCc3ccccc3C2)c2nonc12	-17	-3	16	-3	8.1	-4	2	106	4
COCC(C)NC(=O)C(C)N1c2cccc3cccc(c23)S1(=O)=O (stereo unspecified)	19	-1	/	2	1.6	-10	9	102	2

Exported with the structure last: 3 of the compounds above
CRFBP-R2 block | M4 PAM | PHOSPHO1 inh | IDE cell inh | CRFBP-R2 agonist | GalR3 antag | p-CIP stab down | MEKK3 PB1 HTS | IDE cell activ | canonical_smiles
-6 | 4 | -18 | 7 | -0.8 | / | -5 | 96 | 1 | C1CCN(c2nc3nonc3nc2N2CCCCC2)CC1
7 | -10 | 28 | -4 | -2.3 | 0 | -6 | 109 | 8 | O=C(/C=C/c1ccco1)Nc1ccccc1C(=O)Nc1cccc(C(=O)O)c1
4 | -2 | / | / | 0.1 | -1 | / | / | 8 | O=C(OCC1CCNCC1)c1ccc(F)cc1

(continued)
SMILES	CRFBP-R2 block	M4 PAM	PHOSPHO1 inh	IDE cell inh	CRFBP-R2 agonist	GalR3 antag	p-CIP stab down	MEKK3 PB1 HTS	IDE cell activ
NS(=O)(=O)c1cccc(NC(=O)CCSc2ccccc2Cl)c1	-17	-6	16	6	0.3	7	0	88	3
CCC(C)NC(=O)c1ccc2c(SCC(=O)O)c3c(nc2c1)CCCC3 (stereo unspecified)	22	-1	0	4	0.1	0	2	86	-4
CC(OC(=O)CCSc1ccccc1)C(=O)Nc1ccc(S(N)(=O)=O)cc1 (stereo unspecified)	-10	-3	/	0	-1.3	0	/	/	1
CCOC(=O)C1(CCCc2ccccc2)CCN(C2CCN(C(C)=O)CC2)CC1	-13	-9	11	0	0.7	5	-8	87	6
Cc1ccc(NC(=O)c2ncn(CC(=O)N[C@H](CO)Cc3c[nH]c4ccccc34)n2)cc1C	0	5	/	/	2.1	-4	/	/	4
CC1CC(C)CN(c2cc(N(C)CCO)c([N+](=O)[O-])c3nonc23)C1 (stereo unspecified)	-18	0	23	4	0.0	5	20	106	11
O=CNCCc1nc2ccccc2n1CCc1ccccc1	-4	-3	41	-2	-1.6	-6	5	106	2
NS(=O)(=O)c1ccc(CCN2C(=O)CCC2=O)cc1	-1	-1	24	2	-1.4	-11	-1	106	1
COc1ccc(-c2cn3cccnc3n2)cc1Br	16	2	-9	2	-3.1	-4	-7	91	-1
CC(C)(C)/C(O)=C/c1nc2ccccc2[nH]c1=O	-8	-2	3	5	-1.6	3	4	122	5
Cc1csc(NC(=O)C2CCN(S(=O)(=O)c3ccccc3)CC2)n1	5	1	/	/	-0.9	-7	/	/	9
COc1ccc2c(OC)c3ccoc3nc2c1OC	1	2	-21	9	0.4	-3	3	117	3
O=C(NCc1ccccn1)C1CCCN(Cc2cnn(-c3ccccc3)c2-n2cccc2)C1 (stereo unspecified)	0	2	-11	1	-1.1	/	-3	104	7
COc1ccc(-c2noc(C3CCCN(C(=O)c4cccc(C)c4)C3)n2)cc1 (stereo unspecified)	1	-8	55	2	-2.5	-11	3	103	3
